TNAP act mid DEA – activators of human TNAP at intermediate phosphate acceptor | 64,000 tested, under 10 active | purified TNAP, CDP-star luminescence, 100 mM DEA, 30 min; stronger effect = higher value; scale: 0 levamisole-inhibited, 1 vehicle-only enzyme | activation factor at 20 µM | P05186;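 active = activation factor of at least 2 at 20 µM, relative to controls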
SF1 activator – activates the human nuclear receptor SF-1; activation, % at 10 µM; AID 522; CHO-K1 Gal4-SF-1 LBD luciferase reporter; % increase over DMSO SF-1-specific signal; 65,000 tested, 1.9% active; Q13285;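 active = activation above the mean activation of all tested compounds plus 3 SD, cut at about 50% in these data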
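Test system: CHO-K1 cells with Gal4–hSF-1 LBD chimera plus Gal4-driven luciferase; Input: 4,000 cells/well; Compound: 10 µM only; Times: 20 h compound treatment, 37 °C; Measured by: steady-glow luciferase luminescence, read after 15 min reagent incubation; Measure: percent activation versus DMSO; Control set: DMSO and mock-transfected background; Replicates: one test per compound.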
E coli RNAP – inhibitors of Escherichia coli RNA polymerase; P0A8V2; E. coli RNA polymerase, fluorescence transcription assay; inhibition, %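 (tested at 10 µM)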; 62,000 tested, 0.2% active; AID 559; in the data active = inhibition above about 20%;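 note: 0% = enzyme without compound and 100% = no enzyme blank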
M1 agonist – activates the M1 muscarinic receptor; 64,000 tested, 3% active; B-score at 10 µM; CHO-M1 cells, Fluo-4 calcium fluorescence, agonist mode; stronger effect = higher value;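 active = fluorescence rise, raw or as B-score row- and column-corrected plate score, outside the 99.7% band of its plate's samples, either direction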
NADH coupling – inhibition of NAD/NADH coupling enzymes, library profiling; IC50, µM (highest dose often 10 µM), inactives show top-dose inhibition; coupled PK/LDH NADH assays, four targets; 65,000 tested, 0.02% active;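 active = single-dose screening hits from any of four coupled enzyme assays that gave an IC50 when retested across doses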;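 note: the DPM-DC format reads NADH fluorescence rather than 340 nm absorbance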
tolC growth inh – blocks growth of E. coli BW25113 tolC mutant | OD615 | growth inhibition, % at 10 µM (by protocol) | 65,000 tested, 2.2% active | AID 573;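 active = growth inhibition at or above a cutoff equal to the mean over every tested compound plus 3 SD, cut at about 60% in these data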;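 note: growth measured after 20 h incubation at 37 °C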
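Test system: E. coli BW25113 ΔtolC::kan bacteria; incubation: 37 °C, 20 h exposure; medium: LB broth supplemented with 50 µg/mL kanamycin; read-out basis: percent growth inhibition; signal: A615 absorbance measurement; compound: 10 µM final, single dose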
M1 antag – antagonists of rat M1 muscarinic receptor; P08482; CHO-M1 cells, Fluo-4 calcium, ACh EC80 antagonist mode; stronger effect = lower value; B-score at 10 µM; 64,000 tested, 3.4% active; AID 628;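 active = calcium fluorescence response, raw or row-and-column corrected B-score, differing from the plate sample mean either way at a set confidence level, mostly lower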
Target sequence (P08482 whole entry, looked up): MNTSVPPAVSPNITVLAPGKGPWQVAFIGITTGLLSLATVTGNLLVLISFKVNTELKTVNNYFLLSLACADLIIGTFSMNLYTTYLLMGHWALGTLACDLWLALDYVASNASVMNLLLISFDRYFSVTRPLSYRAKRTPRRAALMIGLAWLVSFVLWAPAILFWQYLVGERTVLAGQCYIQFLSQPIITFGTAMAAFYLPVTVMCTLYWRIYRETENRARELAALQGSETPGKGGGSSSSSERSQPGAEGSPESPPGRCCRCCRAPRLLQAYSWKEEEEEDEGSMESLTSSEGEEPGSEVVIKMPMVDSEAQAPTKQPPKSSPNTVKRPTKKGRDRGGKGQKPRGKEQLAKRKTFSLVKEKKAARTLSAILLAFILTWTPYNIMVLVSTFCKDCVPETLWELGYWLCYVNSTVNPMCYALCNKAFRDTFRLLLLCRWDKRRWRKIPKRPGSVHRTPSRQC
RORa activator – activators of human nuclear receptor RORA; P35398; CHO-K1 Gal4-RORA LBD luciferase reporter, luminescence; percent increase over mock-subtracted basal signal; activation, % at 10 µM; 65,000 tested, 1.5% active; AID 560;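 active = activation above the mean of all tested compounds plus 3 SD, cut at about 49% in these data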;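 note: 0% = DMSO-treated RORA cells and 100% = added signal equal to DMSO minus mock-transfected cells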
Target sequence (P35398 whole entry, looked up, the tested form may be a part): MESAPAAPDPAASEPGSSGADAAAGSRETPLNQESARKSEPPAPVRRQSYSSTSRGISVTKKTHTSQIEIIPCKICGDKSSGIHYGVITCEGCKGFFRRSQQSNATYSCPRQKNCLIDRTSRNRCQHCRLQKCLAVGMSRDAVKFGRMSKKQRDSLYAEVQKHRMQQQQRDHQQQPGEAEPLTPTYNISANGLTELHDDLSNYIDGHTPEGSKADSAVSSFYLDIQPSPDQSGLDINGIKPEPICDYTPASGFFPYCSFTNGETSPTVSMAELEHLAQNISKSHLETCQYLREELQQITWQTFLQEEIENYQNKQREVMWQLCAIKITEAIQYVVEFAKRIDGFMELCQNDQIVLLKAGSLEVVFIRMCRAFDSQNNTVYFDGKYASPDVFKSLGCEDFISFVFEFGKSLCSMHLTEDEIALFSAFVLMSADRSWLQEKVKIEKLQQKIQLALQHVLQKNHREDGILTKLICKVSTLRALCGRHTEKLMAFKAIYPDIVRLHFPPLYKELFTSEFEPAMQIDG
Autofluor 339 – intrinsic fluorescence of library compounds, ex339/em460 – biochemical, MLSMR library, data from DPM-DC assay, artefact control, profiling panel. compound autofluorescence, ex339/em460 nm, NADH buffer; stronger effect = higher value; 1 = no-compound wells, NADH background. fluorescence fold increase at 10 µM. 65,000 tested, 5.5% active. AID 709;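 active = at 10 µM, mean starting fluorescence two-fold or more over control wells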;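 note: signal is the first read of a kinetic run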
Starred values were filed as active, the others as inactive; · = not tested or not shown; [ ] = another dose, or the depositor's remark.

SMILES	TNAP act mid DEA	SF1 activator	E coli RNAP	M1 agonist	NADH coupling	tolC growth inh	M1 antag	RORa activator	Autofluor 339
O=C(COC(=O)c1n[nH]c2ccccc12)NC(=O)NC12CC3CC(CC(C3)C1)C2	0.9	-0.6	8.5	-0.498	4.0%	10.2	0.045	-10.4	1.06
O=c1n(Cc2ccccc2)c2cc(Cl)cnc2n1Cc1ccccc1	0.9	-21.3	-3.9	-0.14	4.0%	88.8*	-0.297	-1.3	2.81*
Cc1cnn(-c2ccc3nnc(-c4ccc(Br)cc4)n3n2)c1	0.9	-3.1	4.7	-0.0286	11.0%	-11.7	0.974	-2.6	1.56
Cc1cc(F)c(F)c(C(=O)N2CCN(C)CC2)c1Cl	1	-17.2	·	-0.285	0.0%	-5.1	-0.022	-5.8	1.1
Cc1ccc(-n2nnnc2SCC(=O)Nc2cccc(NC(=O)c3ccco3)c2)cc1C	0.9	-0.7	3.7	0.623	1.0%	20.6	0.0126	-16.7	1.1
CCN=C(Nc1cccc(F)c1)SC1CC(=O)N(c2ccc(OC)cc2)C1=O (stereo not drawn)	0.9	-7.4	11.5	4.84*	6.0%	-2.1	-2.21	11.3	1.08
CN1CCN(C(=O)c2ccc(N(Cc3ccc(Cl)cc3)S(C)(=O)=O)cc2)CC1	0.9	-12.9	2.0	0.237	6.0%	-12.4	-0.612	-5.4	1.07
Cc1[nH]c(=O)[nH]c(=O)c1S(=O)(=O)NCCOC12CC3CC(CC(C3)C1)C2	0.9	-6.5	4.3	·	10.0%	-8.4	·	-10.7	1.08
CN(C)CCCNc1oc(-c2ccc(Cl)cc2)nc1C#N	·	1.6	·	-0.459	7.0%[fluoresces]	-4.7	-0.348	18.6	4.8*
O=S1(=O)C=CC(Sc2nc3ccccc3[nH]2)C1 (stereo not drawn)	0.9	-1.4	0.7	-0.239	7.0%	-13.5	-1.45	-7.1	1.13
Cc1c(N2C(=O)CSC23C(=O)Nc2ccccc23)c(=O)n(-c2ccccc2)n1C (stereo not drawn)	0.9	-9.2	8.3	0.397	6.0%	-4.6	0.0809	3.9	1.05
CC(=O)N1C2CCCCC2S[C@H]2CCCCC21 (stereo partly drawn)	1	17.0	6.7	0.438	2.0%	4.0	0.118	-6.2	1.04
CCOc1cc(C(=O)Nc2nnc(C)s2)cc(OCC)c1OCC	0.9	-10.6	0.1	-0.699	3.0%	-7.7	-1.05	6.6	1.05
CCCCCCOc1ccc(/C(N)=N/O)cc1	0.9	22.9	3.4	0.752	8.0%	4.7	-0.486	44.4	1.09
CCOc1ccccc1OCCn1nnc2ccccc21	0.9	15.7	5.6	0.27	5.0%	9.9	0.345	-19.1	1.08
Cc1ccc2[nH]c(=O)c(CNC(C)C)cc2c1	0.9	13.2	9.8	0.682	8.0%	-22.4	0.483	1.9	1.69
COC(=O)c1[nH]c2ccc(C)cc2c1NC(=O)CN1CCN(C(=O)c2ccccc2)CC1	0.9	20.4	4.8	0.656	4.0%[fluoresces]	8.0	-0.124	-27.0	2.85*
O=C(O)c1cc(S(=O)(=O)Nc2ccccc2C(=O)O)ccc1O	1	·	1.7	-1.01	3.0%	-1.4	-0.447	·	1.15
Cc1ccccc1C(=O)OCn1nnc2ccccc2c1=O	0.9	-10.6	1.1	1.3	10.0%	5.3	0.32	10.1	1.04
CN(c1ccc(C(=O)N2CCc3ccccc3C2)cc1)S(C)(=O)=O	0.9	22.9	3.8	-0.603	0.0%	3.1	0.0837	22.9	1.11
COc1ccc(OC)c(C(c2nnnn2C2CCCC2)N2CCc3ccccc3C2)c1 (stereo not drawn)	1.1	-8.1	10.3	4.32	2.0%	54.0	0.891	-9.3	1.07
COc1ccc(-n2c(SCC(=O)Nc3ccc4c(c3)OCO4)nc3c(c2=O)SCC3)cc1	0.9	7.8	-3.9	-0.185	5.0%	10.9	0.945	-17.3	1.08
O=S(=O)(c1ccc(OCC(O)CN2CCN(c3ccc(F)cc3)CC2)cc1)N1CCOCC1 (stereo not drawn)	0.9	6.4	6.3	-0.359	2.0%	-1.6	-1.54	-18.7	1.09
O=C(CSc1nnc(-c2ccc(Br)o2)n1Cc1ccccc1)c1ccccc1F	0.8	0.0	6.5	-0.0827	4.0%	0.3	-0.298	4.5	1
COc1ccc(-c2cn3c(C)c(C(=O)Nc4cccc(NC(C)=O)c4)sc3n2)cc1	0.9	18.1	7.2	-0.44	5.0%	-5.9	-0.181	-1.1	1.18

Look-ups from the list.
Result for O=S1(=O)C=CC(Sc2nc3ccccc3[nH]2)C1 (stereo not drawn) under M1 antag: -1.45
Result for Cc1cc(F)c(F)c(C(=O)N2CCN(C)CC2)c1Cl under tolC growth inh: -5.1
Result for CN1CCN(C(=O)c2ccc(N(Cc3ccc(Cl)cc3)S(C)(=O)=O)cc2)CC1 under NADH coupling: 6.0%
Result for Cc1ccc(-n2nnnc2SCC(=O)Nc2cccc(NC(=O)c3ccco3)c2)cc1C under Autofluor 339: 1.1

The listing continues:
SMILES	TNAP act mid DEA	SF1 activator	E coli RNAP	M1 agonist	NADH coupling	tolC growth inh	M1 antag	RORa activator	Autofluor 339
Oc1ccc(N=Cc2ccc(-c3cccs3)s2)cc1	1	-5.7	·	-0.925	9.0%[fluoresces]	-1.9	-0.721	-8.0	2.2*
CCOC(=O)N1CCC2(CC1)CC(=O)c1c(ccc3oc(C(=O)O)c(C)c13)O2	0.9	0.4	-1.7	0.0438	4.0%[fluoresces]	-6.6	-3.35*	-10.1	3.38*
Cc1ccc(CN2CC(C(=O)Nc3ccc(S(=O)(=O)Nc4cc(C)nc(C)n4)cc3)CC2=O)cc1 (stereo not drawn)	1	-4.7	-0.4	0.00076	7.0%	1.0	-0.521	11.6	1
COc1cccc(-c2nc(N3CCCCC3C)c3ccccc3n2)c1O (stereo not drawn)	0.8	-5.7	8.4	-0.237	4.0%	1.4	1.1	-20.1	1
O=C(NCc1ccccc1Cl)C1CCN(S(=O)(=O)N2CCCCCC2)CC1	0.9	-2.1	0.2	-1.06	6.0%	1.6	-0.00143	-20.9	0.99
O=C(COc1ccccc1Cl)N1CCN(c2ncccn2)CC1	1	5.3	9.0	-0.0114	5.0%	1.3	-0.359	-2.8	1.21
Cc1ccc(SCC(=O)N(Cc2nc(-c3ccccc3)no2)C(C)C)cc1	0.9	-27.3	6.0	0.462	5.0%	73.5*	-0.379	-5.7	1
N#CC1=C(N)Oc2c(ccc3cccnc23)C1c1cccnc1 (stereo not drawn)	0.9	21.8	2.2	1.53	2.0%	-7.2	0.101	28.0	1.03
C=CCn1c(SCc2cc(=O)n3ccsc3n2)nnc1C1CCCCC1	0.9	-8.1	14.2	-0.297	3.0%	-5.3	0.000144	-11.7	1.01
Cc1ccc(OCc2ccc(C(=O)N3CCOCC3)cc2)cc1C	0.9	45.7	2.7	-2.67	9.0%	17.1	-1.37	52.2*	1.07
C=CCn1c(NC(=O)c2ccc(C)cc2)c(C#N)sc1=N	0.9	7.6	2.2	-0.127	8.0%	-18.2	-0.379	34.6	1.41
Brc1ccc(-c2nnc(-c3ccc4c(c3)OCO4)o2)o1	1	0.7	6.0	-0.702	9.0%	38.9	-0.03	17.6	1.7
CN(C)CCSc1nnc(-c2ccccc2)o1	0.9	29.5	3.8	-0.0689	18.0%	-16.2	0.0156	12.4	1.24
COc1ccc(CC(=O)Nc2cc(C)c3c(=O)oc4ccccc4c3n2)cc1	0.9	10.6	6.9	-1.09	5.0%	0.6	-0.545	-12.5	1.22
Cc1cc2oc(C(=O)NC3CCS(=O)(=O)C3)c(C)c2cc1C (stereo not drawn)	0.9	22.3	2.2	-0.798	3.0%	5.6	0.123	-1.8	1.09
O=C(NC1(C(F)(F)F)C(=O)Nc2c1c(=O)[nH]c(=O)n2-c1ccccc1)c1cccnc1 (stereo not drawn)	1	1.7	-16.1	-0.0051	3.0%	0.0	0.0255	-19.7	1.07
O=C1CCC(=O)N1CN(Cc1ccco1)CN1C(=O)CCC1=O	0.9	0.8	2.8	-0.143	3.0%	0.3	0.594	-27.1	1.12
Cc1cccc(CCNC(=O)c2nnc(Cc3ccc(Cl)cc3)o2)c1	0.9	13.2	4.3	-0.0236	2.0%	1.9	0.00517	-0.5	1.08
COc1ccc(NC(=O)c2cccc(NC(=O)C3C4CC5OC(=O)C3C5C4)c2)c(OC)c1 (stereo not drawn)	0.9	7.6	6.1	-0.427	7.0%	-4.5	-0.157	-4.2	1.09
Cc1ccc(Sc2oc(/C=N/n3cnnc3)cc2Br)cc1	0.9	-4.2	-1.6	-0.0443	9.0%	0.3	-0.0845	-15.4	1.07
O=C(COC(=O)c1ccc(NS(=O)(=O)c2ccc3c(c2)OCCO3)cc1)NCC1CCCO1 (stereo not drawn)	1	-11.2	2.8	-0.514	2.0%	8.3	0.0263	-7.6	1.03
CN(C)c1nc(N)nc(-c2ccco2)n1	0.9	-11.8	1.8	-1.2	8.0%	-3.2	-0.168	-12.8	1.1
O=C(Nc1ccncc1)c1cccs1	0.8	8.0	13.6	-0.968	5.0%	-11.8	0.263	-2.6	1
CCOC(=O)C1CCCN(C(=O)c2ccccc2NC(C)=O)C1 (stereo not drawn)	1	-11.1	0.1	-1.37	2.0%	-15.3	0.758	-17.5	1.06
C=CCn1c(SCc2c(F)cccc2Cl)nnc1-c1ccco1	0.9	9.2	4.0	-0.433	7.0%	42.9	-0.11	16.5	1.08

Reformatted: 2 of the compounds above.
| smiles | TNAP act mid DEA | SF1 activator | E coli RNAP | M1 agonist | NADH coupling | tolC growth inh | M1 antag | RORa activator | Autofluor 339 |
| --- | --- | --- | --- | --- | --- | --- | --- | --- | --- |
| Brc1ccc(-c2nnc(-c3ccc4c(c3)OCO4)o2)o1 | 1 | 0.7 | 6.0 | -0.702 | 9.0% | 38.9 | -0.03 | 17.6 | 1.7 |
| CN(C)CCSc1nnc(-c2ccccc2)o1 | 0.9 | 29.5 | 3.8 | -0.0689 | 18.0% | -16.2 | 0.0156 | 12.4 | 1.24 |

(list continues)
SMILES	TNAP act mid DEA	SF1 activator	E coli RNAP	M1 agonist	NADH coupling	tolC growth inh	M1 antag	RORa activator	Autofluor 339
O=C(COc1cccc(Oc2ccccc2)c1)Nc1ncccn1	0.8	-8.5	8.7	-1.66	3.0%	10.8	0.0183	-8.3	1.01
O=C1Nc2ccc(S(=O)(=O)NCc3ccccn3)c3cccc1c23	0.9	-13.2	-9.3	0	4.0%[fluoresces]	-2.1	0.0242	18.4	3.81*
Cc1ccc(-c2nc3ncccc3o2)cc1NC(=O)c1ccco1	1	-7.0	5.7	0.374	2.0%	1.0	-1.65	-1.1	1.08
Cc1occc1-c1nnc(SCC(=O)N2c3ccccc3CCc3ccccc32)n1C	0.9	-2.7	10.9	-0.0493	7.0%	9.1	-0.468	-6.2	1.08
Cc1ccc(SCC(=O)NCCN2C(=O)CSC2=O)c(C)c1	0.8	-11.0	6.3	0.819	1.0%	-4.3	-0.599	-9.2	1.05
CCN1c2ccccc2NC2N=C(OC)C(c3ccccc3)C21 (stereo not drawn)	0.8	-21.8	5.2	0.272	4.0%	18.2	-1.4	-5.4	1.08

Exported as comma-separated lines: entries from further up.
SMILES,TNAP act mid DEA,SF1 activator,E coli RNAP,M1 agonist,NADH coupling,tolC growth inh,M1 antag,RORa activator,Autofluor 339
Cc1ccc(SCC(=O)NCCN2C(=O)CSC2=O)c(C)c1,0.8,-11.0,6.3,0.819,1.0%,-4.3,-0.599,-9.2,1.05
O=C(COc1cccc(Oc2ccccc2)c1)Nc1ncccn1,0.8,-8.5,8.7,-1.66,3.0%,10.8,0.0183,-8.3,1.01

Source: PubChem (several laboratories)
